# ATG4B inhibitor: blocks human ATG4B protease cleavage of LC3 substrate | ATG4B cleavage of LC3-PLA2, NBD-HPC fluorescence, 1 h | inhibition, % at 8.33 µM | actives 0.51% (n = 340,000) | AID 504462; in the data active means inhibition above about 40%
# Target sequence (Q9Y4P1 whole entry, looked up): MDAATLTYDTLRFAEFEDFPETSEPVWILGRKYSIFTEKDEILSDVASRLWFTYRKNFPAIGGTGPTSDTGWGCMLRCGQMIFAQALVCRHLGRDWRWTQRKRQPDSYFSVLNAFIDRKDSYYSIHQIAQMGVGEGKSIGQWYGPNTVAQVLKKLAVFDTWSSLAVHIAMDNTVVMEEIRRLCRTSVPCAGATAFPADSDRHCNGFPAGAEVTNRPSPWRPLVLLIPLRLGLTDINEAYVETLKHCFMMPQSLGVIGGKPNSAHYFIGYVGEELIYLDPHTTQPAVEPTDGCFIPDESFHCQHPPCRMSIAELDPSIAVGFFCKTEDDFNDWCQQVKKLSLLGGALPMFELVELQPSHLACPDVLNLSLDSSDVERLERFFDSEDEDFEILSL
# APOBEC3G inh: inhibitors of human APOBEC3G DNA deaminase; AID 493012; inhibition, % at 20 µM; actives 0.28% (n = 330,000); recombinant A3G, ssDNA deamination FAM/TAMRA fluorescence; Q9HC16;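 active means inhibition of at least 40% at 20 µM, with no more than 30% in the related APOBEC3A deaminase screen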;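 further: plate controls were DMSO wells with A3G for no effect and wells lacking A3G enzyme for full effect; some compounds called inactive have numbers as strong as hits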
# hIAP inh: blocks human intestinal alkaline phosphatase; P09923; purified IAP, CDP-Star luminescence, 30 min; inhibition, % at 10 µM; actives 0.12% (n = 330,000); AID 2544;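 active means inhibition reaching a set limit with compound at 10 µM in the primary screen, cut at about 35% in these data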;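 further: plate controls were DMSO wells with enzyme for no effect and no-enzyme buffer wells for full effect; values of inactives mirror those of a sister screen read the other way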
# Target sequence (P09923 whole entry, looked up): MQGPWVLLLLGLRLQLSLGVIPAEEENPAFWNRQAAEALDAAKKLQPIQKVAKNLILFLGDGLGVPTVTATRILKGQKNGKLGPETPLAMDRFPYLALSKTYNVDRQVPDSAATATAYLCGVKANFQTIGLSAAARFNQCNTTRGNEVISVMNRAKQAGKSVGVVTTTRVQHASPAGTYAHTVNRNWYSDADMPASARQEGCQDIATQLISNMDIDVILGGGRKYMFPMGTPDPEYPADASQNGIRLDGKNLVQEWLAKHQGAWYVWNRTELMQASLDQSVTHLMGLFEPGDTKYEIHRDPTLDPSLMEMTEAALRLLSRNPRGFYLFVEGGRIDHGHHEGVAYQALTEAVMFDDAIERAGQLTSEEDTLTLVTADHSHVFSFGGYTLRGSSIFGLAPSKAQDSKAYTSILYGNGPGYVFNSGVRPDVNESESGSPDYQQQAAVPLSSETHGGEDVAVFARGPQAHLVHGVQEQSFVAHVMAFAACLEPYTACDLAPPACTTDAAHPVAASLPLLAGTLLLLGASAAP
# beta cell repl: induces beta-cell replication in MIN6 cells. AID 2380. proliferation, % at 10 µM. actives 0.29% (n = 330,000). MIN6 cells proliferation, ATPlite luminescence, 48 h; cells starved in 0.2% serum; 100% = growth in 10% serum;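 active means compounds whose signal lies at least 3.5 SD above the mean of all wells on their plate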;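 further: 0% = DMSO-treated cells in low-serum medium and 100% = 10% serum control; some compounds called inactive have numbers as strong as hits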
# mIAP block: mouse IAP inhibition; inhibition, % at 10 µM; purified mouse IAP, CDP-Star luminescence, 30 min; AID 2806; actives 0.2% (n = 330,000);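 active means inhibition of at least 40% at 10 µM in the primary screen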;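 further: plate controls were DMSO with enzyme for no effect and no enzyme wells for full effect; values of inactives mirror those of a sister screen read the other way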
# APOBEC3A inh: human APOBEC3A DNA deaminase inhibition | P31941 | actives 0.41% (n = 330,000) | AID 493011 | inhibition, % at 20 µM | recombinant A3A, FAM/TAMRA ssDNA deamination fluorescence;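 active means at least 40% inhibition at 20 µM here, with at most 30% in a related deaminase screen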;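 further: plate controls were A3A with DMSO for no effect and wells lacking A3A enzyme for full effect; some results filed as inactive read as strong as hits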
# Target sequence (P31941 whole entry, looked up): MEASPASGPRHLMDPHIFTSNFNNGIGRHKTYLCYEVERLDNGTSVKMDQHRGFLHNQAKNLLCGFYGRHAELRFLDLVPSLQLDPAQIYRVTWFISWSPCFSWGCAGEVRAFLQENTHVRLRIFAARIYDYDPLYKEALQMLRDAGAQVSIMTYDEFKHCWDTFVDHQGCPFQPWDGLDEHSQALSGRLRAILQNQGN
# hIAP activ: increases human intestinal alkaline phosphatase activity | P09923 | actives 0.16% (n = 330,000) | activation factor at 10 µM | purified human IAP, CDP-Star luminescence, 30 min; hits give high values; 1 = vehicle-only enzyme, 0 = enzyme-free background;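 active means activation factor of the enzyme at least 2-fold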; further: the source names both 10 and 20 µM as test concentration; values of inactives mirror those of a sister screen read the other way
# MPTP inh: blocks calcium-induced mitochondrial swelling; isolated mouse mitochondria, Ca2+ swelling absorbance, 30 min; inhibition, % at 10 µM; actives 1.4% (n = 360,000); AID 602449;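 active means inhibition of 50% or more, scaled per plate between neutral and stimulator controls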;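 further: 0% = DMSO wells given calcium and 100% = 1 mM EGTA wells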
# mIAP activ: mouse IAP activation. muIAP, CDP-Star luminescence, 30 min; hits give high values; 1 = vehicle-only enzyme signal, 0 = enzyme-free wells. activation factor at 10 µM. actives 0.24% (n = 330,000). AID 2805;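 active means activation factor of at least 2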; further: the source names both 10 and 20 µM as test concentration; values of inactives mirror those of a sister screen read the other way
#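 Assay system: mouse IAP enzyme; Reagent: CDP-Star chemiluminescent phosphatase substrate; Compound: DMSO-dissolved test compounds; Incubation: 30 min, room temperature; Technique: luminescence from enzymatic CDP-Star hydrolysis; Controls: DMSO-only wells and no-enzyme negative control.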
# * = called active by the depositor; nt = no result given.
1	CCN1C=CC(=C2C(=O)c3ccccc3C2=O)C=C1
2	O=C(O)CCC(=O)CCC(=O)c1ccccc1
3	c1ccc(-c2nc(-c3ccncc3)no2)cc1
4	Cc1cc(C(=O)N/N=C/c2ccccc2)c(C)o1
5	COc1ccc(NC(=O)COC(=O)CCc2ccc(S(=O)(=O)N3CCOCC3)cc2)cc1OC
6	Cn1c(=O)[nH]c(=O)c2c1nc(N1CCOCC1)n2CCSc1nc2ccccc2[nH]1
7	O=C1/C(=C\c2cccs2)SC(=S)N1C1CCS(=O)(=O)C1 (centres undefined)
8	CCOC(=O)c1cn2nc(Oc3cccc(F)c3)ccc2n1
9	C[C@@H](NC(=O)c1nc[nH]c1C(=O)N1CCN(c2ccccc2)CC1)c1ccccc1
10	CCCCNC(=O)C1CCC(CNS(=O)(=O)c2cccc3nsnc23)CC1 (centres undefined)

entry no.,1,2,3,4,5,6,7,8,9,10
ATG4B inhibitor,1,-6,12,-2,-11,0,1,0,-8,7
APOBEC3G inh,-1,0,-3,1,-7,-3,-10,-7,-9,12
beta cell repl,-6,0,-1,-1,2,-4,-3,-3,0,-1
mIAP block,8,-5,-71,-5,-6,14,-2,4,2,-1
MPTP inh,0.0,3.9,-1.4,2.1,-2.9,-2.6,0.5,-2.7,-0.3,-0.1
hIAP inh,-12,11,-18,-24,-8,-19,-9,-4,-15,17
hIAP activ,1.1,0.89,1.2,1.2,1.1,1.2,1.1,1,1.1,0.83
APOBEC3A inh,2,-1,-1,13,-1,-1,-6,-2,0,0
mIAP activ,0.92,1.1,1.7,1,1.1,0.86,1,0.96,0.98,1

11	Cn1c(=O)c2c(nc(NCc3ccco3)n2Cc2ccc(Cl)cc2Cl)n(C)c1=O
12	O=C(CN1CCOCC1)Nc1ccc(S(=O)(=O)NC2CCCCC2)cc1
13	COc1ccc(C2OC34CCCCC3C(C#N)(C#N)C2(C#N)C(=N)O4)cc1 (centres undefined)
14	COc1ccc(C2C(O)C(c3c[nH]c4ccccc34)=NN2C(=O)CCl)cc1 (centres undefined)
15	CCOC(=O)c1oc2nc(CC(C)C)c3c(c2c1N)CCC3
16	CCOc1ccccc1C(=O)Nc1nnc(CC)s1
17	NC(=O)[C@@H]1CCCNc2c(I)cc([N+](=O)[O-])cc2C(=O)N[C@@H](CCCN=C(N)N)C(=O)N[C@@H](CCCN=C(N)N)C(=O)N1
18	O=C(O)COc1ccccc1/C=N/NC(=O)/C(=C\c1ccc2c(c1)OCO2)NC(=O)c1ccccc1
19	COc1cc(NC(=S)Nc2cccnc2)cc(OC)c1
20	Cc1ccccc1CN1CCC(n2nccc2NC(=O)CCOc2ccccc2)CC1

entry no.,11,12,13,14,15,16,17,18,19,20
ATG4B inhibitor,-5,17,-6,-7,3,-2,nt,11,-4,26
APOBEC3G inh,4,-10,-9,-8,-3,-4,-3,-6,-4,11
beta cell repl,-6,-2,-1,-4,0,3,0,4,-1,-2
mIAP block,-18,-1,13,0,4,5,13,11,-7,-24
MPTP inh,5.7,-0.8,-0.8,-0.1,0.8,-2.0,nt,-1.0,2.0,-0.5
hIAP inh,-3,7,-3,6,5,4,20,-24,6,-31
hIAP activ,1,0.93,1,0.94,0.95,0.96,0.8,1.2,0.94,1.3
APOBEC3A inh,6,-3,-6,-4,-2,-1,15,-3,0,0
mIAP activ,1.2,1,0.87,1,0.96,0.95,0.87,0.89,1.1,1.2

21	CCOc1cc(Br)c(C(C)NC(=O)c2cccnc2)cc1OCC (centres undefined)
22	Cc1ccc(N2CCN(C(=O)c3ccccc3Br)CC2)c(C)c1
23	Cc1ccc(/C=C2/SC(=Nc3ccc(F)cc3)NC2=O)s1
24	CCOC(=O)CSc1nnc2c3ccccc3n(C)c2n1
25	Cc1ccc(S(=O)(=O)CCC(=O)OCC(=O)c2c(C)[nH]c3ccccc23)cc1
26	O=c1[nH]cnc2c1C(c1ccc(Cl)cc1)c1c(nc[nH]c1=O)O2
27	C/C(=N\N)c1c(-c2ccccc2)c2cc(Br)ccc2[nH]c1=O
28	CS(=O)(=O)Nc1cccc(C(=O)CC2(O)C(=O)Nc3ccc(Br)cc32)c1 (centres undefined)
29	Nc1cc(N)c(OCC(F)(F)F)cc1OCC(F)(F)F
30	Cc1nn(Cc2ccccc2)c(C)c1C(=O)OCC(=O)c1cc(C)n(C2CC2)c1C

entry no.,21,22,23,24,25,26,27,28,29,30
ATG4B inhibitor,-6,10,-1,7,-4,-5,-3,-6,-8,8
APOBEC3G inh,-1,-8,17,-2,-1,2,2,-7,8,-2
beta cell repl,-2,-2,-1,-1,0,-3,-2,-2,-6,-6
mIAP block,5,-6,9,-4,-4,-2,1,6,24,21
MPTP inh,7.9,1.3,1.9,-0.7,nt,0.6,0.0,-2.3,0.5,1.2
hIAP inh,12,6,6,-16,2,-4,-23,10,-1,-4
hIAP activ,0.88,0.94,0.94,1.2,0.98,1,1.2,0.9,1,1
APOBEC3A inh,4,0,51*,5,9,0,2,-3,2,4
mIAP activ,0.95,1.1,0.91,1,1,1,0.99,0.94,0.76,0.79

31	COCCNC(=O)/C(C#N)=C/c1ccc(N2CCOCC2)o1
32	Cc1ccc(S(=O)(=O)NCC2CCC(C(=O)NCc3ccc4c(c3)OCO4)CC2)cc1 (centres undefined)
33	O=C(NCCCN1CCOCC1)c1ccc(CS(=O)(=O)c2cccc(C(F)(F)F)c2)o1
34	COc1ccc(OC)c(Cc2nnc(CCC(=O)NC(C3CC3)C3CC3)o2)c1
35	CCOc1ccccc1CNCCNCC(C)O (centres undefined)
36	O=C(CN1C(=O)c2ccccc2C1=O)Nc1cc([N+](=O)[O-])ccc1O
37	CC(=O)OCC(=O)[C@@]1(O)CC[C@H]2[C@@H]3CCC4=CC(=O)C=C[C@]4(C)[C@@]3(Cl)[C@@H](Cl)C[C@@]21C
38	O=C(CCCCCNc1nc(=S)[nH]c2ccccc12)NCCc1c[nH]c2ccccc12
39	Cn1sc(NC(=O)c2ccccc2Cl)nc1=O
40	O=C(NC1CCS(=O)(=O)C1)c1cccs1 (centres undefined)

entry no.,31,32,33,34,35,36,37,38,39,40
ATG4B inhibitor,19,-18,0,-9,-1,3,-9,-8,-1,-1
APOBEC3G inh,-2,-2,1,-1,-3,-2,2,-4,-11,2
beta cell repl,-1,-1,1,-3,1,-1,-1,0,-1,-1
mIAP block,15,-17,3,-2,0,18,2,2,2,-3
MPTP inh,0.1,-2.2,-1.1,0.0,1.6,-1.5,-2.3,3.7,-1.0,-0.8
hIAP inh,0,26,-11,-8,-15,16,-4,11,2,-7
hIAP activ,1,0.74,1.1,1.1,1.2,0.83,1,0.89,0.98,1.1
APOBEC3A inh,1,5,2,4,2,-3,0,-3,-5,-3
mIAP activ,0.85,1.2,0.97,1,1,0.82,0.98,0.98,0.98,1

# Laid out differently: results already given.
36) O=C(CN1C(=O)c2ccccc2C1=O)Nc1cc([N+](=O)[O-])ccc1O
  ATG4B inhibitor: 3; APOBEC3G inh: -2; beta cell repl: -1; mIAP block: 18; MPTP inh: -1.5; hIAP inh: 16; hIAP activ: 0.83; APOBEC3A inh: -3; mIAP activ: 0.82

37) CC(=O)OCC(=O)[C@@]1(O)CC[C@H]2[C@@H]3CCC4=CC(=O)C=C[C@]4(C)[C@@]3(Cl)[C@@H](Cl)C[C@@]21C
  ATG4B inhibitor: -9; APOBEC3G inh: 2; beta cell repl: -1; mIAP block: 2; MPTP inh: -2.3; hIAP inh: -4; hIAP activ: 1; APOBEC3A inh: 0; mIAP activ: 0.98

38) O=C(CCCCCNc1nc(=S)[nH]c2ccccc12)NCCc1c[nH]c2ccccc12
  ATG4B inhibitor: -8; APOBEC3G inh: -4; beta cell repl: 0; mIAP block: 2; MPTP inh: 3.7; hIAP inh: 11; hIAP activ: 0.89; APOBEC3A inh: -3; mIAP activ: 0.98

39) Cn1sc(NC(=O)c2ccccc2Cl)nc1=O
  ATG4B inhibitor: -1; APOBEC3G inh: -11; beta cell repl: -1; mIAP block: 2; MPTP inh: -1.0; hIAP inh: 2; hIAP activ: 0.98; APOBEC3A inh: -5; mIAP activ: 0.98

# (continued)
41	O=C(CSc1ccc2nnc(-c3ccc(Cl)cc3)n2n1)N1CCCC1
42	O=C(NCCc1ccc(F)cc1)N[C@@H](Cc1ccccc1)C(=O)O
43	COc1ccc(CN(Cc2cccn2C)C(=O)c2cc3cc(OC)ccc3[nH]2)cc1
44	COc1ccc2c(c1)C1NC(=S)NC(C)(O2)C1C(=O)Nc1ccccc1C (centres undefined)
45	COc1ccc(CCNC(=O)CCCCC(=O)NCCc2ccc(OC)cc2)cc1
46	CCN(C[C@H]1N[C@@](CC)(C(=O)OC)[C@H]2C(=O)N(Cc3ccccc3)C(=O)[C@@H]12)S(=O)(=O)c1ccc(-c2ccccc2)cc1
47	O=C(CCSCc1ccccc1Cl)N1CCN(c2cccc(Cl)c2)CC1
48	CCOc1ccc(N2C(=O)CC(NCc3ccc(S(N)(=O)=O)cc3)C2=O)cc1 (centres undefined)
49	Cc1c(-c2ccccc2)sc2nc[nH]c(=S)c12
50	COc1ccc(OC)c(NC(=O)CSc2ccc3nnc(-c4ccccn4)n3n2)c1

entry no.,41,42,43,44,45,46,47,48,49,50
ATG4B inhibitor,-9,4,-4,-19,2,1,24,-11,3,3
APOBEC3G inh,-7,-3,-6,-9,-1,-8,-5,-6,6,1
beta cell repl,-5,0,-4,-3,-3,-2,-6,-1,1,-4
mIAP block,-1,-3,12,-8,10,5,2,7,-5,-1
MPTP inh,0.2,-0.3,2.1,0.3,-1.4,0.4,-0.7,-0.4,-0.5,-1.3
hIAP inh,-14,-17,16,-10,2,4,3,2,-12,-18
hIAP activ,1.1,1.2,0.84,1.1,0.98,0.96,0.97,0.98,1.1,1.2
APOBEC3A inh,1,-3,-2,-8,-7,-9,-4,-2,2,5
mIAP activ,1,1,0.88,1.1,0.9,0.95,0.98,0.93,1,1

51	COc1ccc(CCN2CC(C(=O)Nc3nnc(Cc4ccccc4)s3)CC2=O)cc1OC (centres undefined)
52	O=[N+]([O-])c1ccc(Cl)cc1N1CCOCC1
53	O=C(N/N=C\c1ccc(CNS(=O)(=O)c2ccccc2)o1)C(=O)Nc1ccc(F)cc1
54	COc1ccc(N2CCN(c3cc(C)c4cccc(C)c4n3)CC2)cc1
55	Cc1cccn2c(=O)c3cc(S(=O)(=O)c4ccc(F)cc4)c(=N)n(Cc4ccco4)c3nc12
56	C=CCN(c1ccccc1)S(=O)(=O)c1cc2c(cc1C)N(C)CCO2
57	OC1CCCN(c2c3c(nc4cc(-c5cccc(Cl)c5)nn24)CCC3)C1 (centres undefined)
58	COc1ccc(-n2nnc3c(=O)n(CC(=O)Nc4cc(C)on4)cnc32)cc1
59	Cc1ccc(NC(=O)CSc2nnc(Cn3c(=O)sc4ccccc43)n2C)cc1
60	Cc1ccc(C)c(NC(=O)C2CC(O)CN2C(=O)OC(C)(C)C)c1 (centres undefined)
61	CSCc1ccc(C(=O)NCc2ccccc2)cc1

entry no.,51,52,53,54,55,56,57,58,59,60,61
ATG4B inhibitor,2,0,3,3,6,-7,-14,-7,0,-7,2
APOBEC3G inh,-5,12,-3,-1,11,-8,7,-8,-11,3,-2
beta cell repl,-2,-3,1,-2,-4,3,-2,0,-3,-8,-2
mIAP block,-8,-5,4,-10,-1,-2,-8,1,-1,-4,-1
MPTP inh,-0.7,1.2,2.5,3.3,20,-0.5,-0.3,1.8,-2.4,-6.0,1.4
hIAP inh,4,16,-8,2,5,20,-25,8,5,-18,5
hIAP activ,0.96,0.84,1.1,0.98,0.95,0.81,1.2,0.92,0.95,1.2,0.95
APOBEC3A inh,1,2,5,-8,4,-7,0,-4,-1,4,-3
mIAP activ,1.1,1,0.96,1.1,1,1,1.1,0.99,1,1,1

# Bioassay records deposited in PubChem by Sanford-Burnham Center for Chemical Genomics.
